Screening results (PubChem)
Vif-A3G inh – qHTS for Inhibitors of Vif-A3G Interactions: qHTS; DNA dC->dU-editing enzyme APOBEC-3G (Homo sapiens), Q9HC16; HeLa A3G-eYFP + Vif (tagged APOBEC3G with the HIV-1 protein that degrades it), YFP fluorescence, overnight; Potency, µM (top dose mostly 46.1 µM), for inactives: at the highest dose activity, negative = active, usual class: inhibitors; hit rate 0.076% among 410,000;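 note: potency is the fitted concentration of half-maximal effect; % is set by controls: 0 for no effect and ±100 for the full control effect; nearly all actives have a fitted effect of over 60% in size; hits raise eYFP signal because A3G escapes Vif-driven loss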
Target sequence (Q9HC16 whole entry, looked up): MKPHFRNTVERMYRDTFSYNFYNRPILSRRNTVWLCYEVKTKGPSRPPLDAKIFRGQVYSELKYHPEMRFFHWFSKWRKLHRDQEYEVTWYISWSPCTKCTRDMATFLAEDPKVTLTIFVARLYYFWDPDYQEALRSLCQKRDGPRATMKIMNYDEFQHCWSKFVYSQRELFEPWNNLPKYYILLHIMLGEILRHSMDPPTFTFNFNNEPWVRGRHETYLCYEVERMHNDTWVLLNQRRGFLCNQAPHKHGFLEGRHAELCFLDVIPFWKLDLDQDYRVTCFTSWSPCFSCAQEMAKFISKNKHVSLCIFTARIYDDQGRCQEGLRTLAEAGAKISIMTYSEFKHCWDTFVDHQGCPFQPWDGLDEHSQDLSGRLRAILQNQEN
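HeLa cells stably expressing Vif and C-terminally eYFP-tagged A3G, seeded overnight at 37 deg C, then exposed to compound by pintool overnight at 37 deg C. Rise in yellow fluorescence (Ex 488/Em 500-530, Acumen) marks blocked Vif-driven A3G degradation.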
Vif-APOBEC3F blk – qHTS for Inhibitors of Vif-A3F Interactions: qHTS. HeLa A3F-eYFP + Vif (tagged APOBEC3F with the HIV-1 protein that degrades it), YFP fluorescence increase. Potency, µM (series often up to 46.1 µM), inactives show at the top dose activity, negative = active. hit rate 0.2% among 390,000; note: potency is the fitted concentration of half-maximal effect; % of control where 0% means no effect; nearly all actives have a fitted effect of over 65% in size
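HeLa cells stably expressing A3F-eYFP plus Vif, plated and incubated overnight at 37 deg C, then exposed to compounds overnight at 37 deg C. Blocked degradation read as raised yellow fluorescence (Ex 488/Em 500-530).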
RGS4 inh – Inhibitors of Regulator of G Protein Signaling (RGS) 4: qHTS | AID 504845, 2011 | Potency, µM (doses to about 114 µM), inactives show at the top dose activity change, negative = inhibition, hits mostly inhibitors | hit rate 0.039% among 390,000 | Transcreener GDP fluorescence polarization, RGS4-accelerated GTP hydrolysis; note: potency is the fitted concentration of half-maximal effect; % is set by controls: 0 for no effect and ±100 for the full control effect; nearly all actives have a fitted effect of over 75% in size; some results filed as inactive show a strong effect at the top dose
Target sequence (P49798 whole entry, looked up): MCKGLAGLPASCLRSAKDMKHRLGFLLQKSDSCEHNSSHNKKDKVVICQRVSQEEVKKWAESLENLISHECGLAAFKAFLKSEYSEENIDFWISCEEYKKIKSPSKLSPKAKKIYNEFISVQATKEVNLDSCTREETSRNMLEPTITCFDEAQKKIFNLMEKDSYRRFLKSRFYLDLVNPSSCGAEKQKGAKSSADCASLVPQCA
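MLSMR compounds (23 nl, pin-transferred) preincubated 10 min at room temperature with a 500nM (2x) first reagent, then RGS4 at 900nM (2x) plus Transcreener GDP mix added; fluorescence polarization (620/688 nm) read before and after 90 min at 30 °C.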
LDHA block – qHTS assay for inhibitors of human lactate dehydrogenase. purified LDHA, NADH/diaphorase-resazurin fluorescence; active compounds read low. activity change, % (values are at about 110 or 230 µM). L-lactate dehydrogenase A chain (Homo sapiens), P00338. hit rate 0.15% among 480,000; in the data active = activity change below about -30%; inconclusive = mostly about -25% to -30%;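 note: plate controls were DMSO wells for no effect and wells without enzyme for full effect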
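LDH5 2 nM; NADH 0.06 mM, pyruvate 0.2 mM; 200 mM Tris pH 7.4, EDTA, Tween-20; 5 min RT. Detection: diaphorase 0.133 mg/mL + resazurin 37 µM, fluorescence ex540/em590 at 0 and 20 min; normalized to enzyme-free and DMSO wells.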
IDH1 R132H inh – qHTS for Inhibitors of mutant isocitrate dehydrogenase 1 (IDH1): qHTS; Isocitrate dehydrogenase [NADP] cytoplasmic (Homo sapiens), O75874; IDH1-R132H enzyme, NADPH consumption, diaphorase/resazurin fluorescence; Potency, µM (series often up to 76.6 µM), for the others: top-dose activity change, negative = inhibition, actives largely listed as inhibitors; hit rate 0.093% among 390,000; AID 602179, 2012; note: potency is the fitted concentration of half-maximal effect; % is set by controls: 0 for no effect and ±100 for the full control effect; nearly all actives have a fitted effect of over 65% in size
Target sequence (O75874 whole entry R132H, stated change not applied): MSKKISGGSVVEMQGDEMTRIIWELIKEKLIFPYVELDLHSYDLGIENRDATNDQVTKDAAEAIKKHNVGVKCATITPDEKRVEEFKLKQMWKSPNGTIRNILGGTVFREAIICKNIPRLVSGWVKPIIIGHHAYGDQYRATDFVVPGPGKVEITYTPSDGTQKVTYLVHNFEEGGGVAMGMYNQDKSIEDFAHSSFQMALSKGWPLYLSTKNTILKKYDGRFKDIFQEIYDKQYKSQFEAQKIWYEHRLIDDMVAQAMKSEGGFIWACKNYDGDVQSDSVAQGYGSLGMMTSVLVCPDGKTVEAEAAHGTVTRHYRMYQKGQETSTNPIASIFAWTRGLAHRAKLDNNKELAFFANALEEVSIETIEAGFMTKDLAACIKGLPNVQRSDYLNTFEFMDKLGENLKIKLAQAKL
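IDH1-R132H (0.5 ug/mL) preincubated 30 min with compound, then NADPH (0.016 mM) and alpha-KG (2 mM) added; 80 min at RT, pH 7.5. Remaining NADPH coupled via diaphorase/resazurin to fluorescence (540/590 nm); concentration-response curves normalized to no-enzyme control.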
rTrxR1 inhibitor – qHTS Assay for Inhibitors of Mammalian Selenoprotein Thioredoxin Reductase 1 (TrxR1): qHTS | recombinant rTrxR1, NADPH fluorescence consumption, selenite substrate | Thioredoxin reductase 1, cytoplasmic (Rattus norvegicus), O89049 | AID 588453, 2011 | Potency, µM (titrated, usually from 114 µM), inactives show at the top dose activity change, negative = inhibition, usual class: inhibitors | hit rate 1% among 390,000; note: potency is the fitted concentration of half-maximal effect; % is set by controls: 0 for no effect and ±100 for the full control effect; nearly all actives have a fitted effect of over 65% in size
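Rat TrxR1 (90 nM in the dispensed reagent) was pre-reduced with 400 uM NADPH for 5 min at room temperature, then incubated with compound for 15 min. After 400 uM selenite was added, NADPH fluorescence (Ex 340/Em 450 nm) was followed for 8 min.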
TrxR1 substrate – qHTS Assay for Substrates of Mammalian Selenoprotein Thioredoxin Reductase 1 (TrxR1): qHTS | Thioredoxin reductase 1, cytoplasmic (Rattus norvegicus), O89049 | hit rate 0.01% among 390,000 | purified TrxR1 substrate turnover, NADPH consumption readout | Potency, µM (highest dose often 114 µM), without a hit: top-dose activity change, negative = substrate turnover; note: potency is the fitted concentration of half-maximal effect; % is set by controls: 0 for no effect and ±100 for the full control effect; nearly all actives have a fitted effect of over 50% in size
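Rat TrxR1, dispensed at 90 nM, was prereduced with 400 uM NADPH (final) for 5 min at ~22 deg C, then incubated with compound 15 min before 400 uM selenite. A first-read NADPH fluorescence drop versus no-compound background flagged substrates.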
USP1 inh – Inhibitors of USP1/UAF1: Primary Screen | recombinant USP1/UAF1, Ub-Rhodamine cleavage fluorescence | Potency, µM (series often up to 57.1 µM), without a hit: at the highest dose activity change, negative = inhibition, hits mostly inhibitors | hit rate 0.23% among 390,000 | AID 743255, 2014; note: potency is the fitted concentration of half-maximal effect; % is set by controls: 0 for no effect and ±100 for the full control effect; nearly all actives have a fitted effect of over 60% in size; inactives centre near -12
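Step one: compound is pinned into 1nM USP1/UAF1 in HEPES pH 7.8 buffer with TCEP. Step two: 15 min room-temperature incubation. Step three: Ub-Rho (150nM final) starts cleavage, tracked by fluorescence over six one-minute reads.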
Glioma ERSR ind – qHTS for Inducers of the Endoplasmic Reticulum Stress Response (ERSR) in Human Glioma: qHTS | AID 602332, 2012 | hit rate 0.02% among 420,000 | Potency, µM, for the others: at the top dose activation, actives largely listed as activators | U87-MG GRP78 promoter luciferase reporter, 16 h; note: potency is the fitted concentration of half-maximal effect; series mostly up to about 76 µM; % of control where 0% means no effect; nearly all actives have a fitted effect of over 35% in size
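ERSR induction read as luciferase luminescence (Bright-Glo, 10 min at room temperature) in stably transfected human U87-MG glioma cells exposed to compounds for 16 h, using GRP78 as sensor.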
* = called active by the depositor; ? = inconclusive; & = joins results of further samples; [ ] = another dose, or the depositor's remark. Unless noted, calls come from the whole dose curve; as a rule, active = well fitted curve in the direction sought with a large enough effect; inconclusive = small, poorly fitted or top-dose-only effect, or another doubt; inactive = no such curve, though single readings can be large; an effect the other way counts as inactive or inconclusive.

SMILES | Vif-A3G inh | Vif-APOBEC3F blk | RGS4 inh | LDHA block | IDH1 R132H inh | rTrxR1 inhibitor | TrxR1 substrate | USP1 inh | Glioma ERSR ind
O=C(OCc1nc2scc(-c3ccccc3)c2c(=O)[nH]1)c1cccc([N+](=O)[O-])c1 | -4% | 1% | -49% | -8 | 3% | 3% | -2% | -12% | -2%
CCCCn1c(N)c(N(CCOC)C(=O)CCNC(=O)c2ccc(Br)cc2)c(=O)[nH]c1=O | 2% | -12% | -11% | -4 | 0% | 3% | -2% | -13% | -3%
O=C(C1CC1)N1CCc2cc(S(=O)(=O)N3CCOCC3)ccc21 | 1% | -4% | 10% | -3 | -3% | -5% | -5% | -5% | 0%
CCN(Cc1nc2ccccc2c(=O)[nH]1)Cc1cc(=O)oc2cc(OC)ccc12 | 2% | -3% | -47% | -6 | -2% | -12% | 15%[57.1 µM] | -11% | 1%
CCCN(CC(=O)Nc1ccccc1OC)C(=O)c1cnc(Cl)c(Cl)c1 | 4% | -5% | 9% | -2 | 3% | -4% | -8% | -11% | -5%
COc1cc(OC)cc(-c2cc3nc(C)c(CCC(=O)O)c(C)n3n2)c1 | -8% | 1% | -7% | -8 | -4% | -12% | 8% | -5% | -11%
COc1ccc(C(=O)NC2CCN(C(=S)Nc3ccc(C)cc3)CC2)cc1 | -5% | 0% | 11% | -2 | -6% | 8% | 2% | -3% | -1%
NC(=O)c1cc(S(=O)(=O)N2CCOCC2)ccc1Sc1ccccc1N | 1% | 0% | -24% | -9 | 4% | 4%[57.1 µM] | -2%[57.1 µM] | -17% | -2%
CCn1c(SCc2ccc(F)cc2Cl)nnc1-c1nonc1NC(C)=O | 1% | -5% | 8% | 1 | 0% | 2% | 0% | 0% | -2%
Cc1cc(C)n(CC(=O)NNC(=O)c2ccc(OC(F)(F)F)cc2)n1 | 5% | -4% | 11% | -7 | -7% | 9% | -1% | -15% | -4%
Cc1ccc(C(=O)NCCn2c(C)cc3ccccc32)cc1C | 0% | 0% | -1% | 1 | 5% | 2% | -8% | ? | -2%
CC(=O)c1c(C)n(-c2ccc(C)cc2)c2ccc(OC(=O)COc3ccccc3)cc12 | -2% | 6% | -12% | -4 | -3% | 11% | 2% | -21% | -5%
CC1Oc2ccccc2N(CC(=O)Nc2ccc3c(c2)OCO3)C1=O (stereo not given) | 2% | -15% | -2% | 1 | -1% | 19% | 4% | -14% | 0%
CCC(C)C(NC(=O)/C(=C\c1ccccc1)NC(=O)c1ccc(OC)cc1)C(=O)O (stereo not given) | 0% | 3% | ? | -13 | -4% | 17%[57.1 µM] | 7%[57.1 µM] | ? | -1%
O=C(NCCCN1CCOCC1)c1csc2c1CCCC2 | 1% | -7% | 14% | -2 | 6% | -19% | -1% | -15% | -6%
COc1cc(OC)cc(C(=O)NC(=S)Nc2ccc(Cl)c(C(=O)O)c2)c1 | 0% | -18% | -31% | 1 | 5% | ? | -4% | -17% | -3%
CC1CCCN(C(=O)CSc2nnc3n(C4CCCC4)c(=O)c4ccccc4n23)C1 (stereo not given) | 1% | -3% | -28% | -4 | 7% | 1% | 8% | -15% | -3%
COc1ccc(C(=O)Nc2cc(C)on2)cc1[N+](=O)[O-] | 2% | ? | -1% | -4 | 0% | 7%[57.1 µM] | 3%[57.1 µM] | -19% | -2%
CN1CCN(C2=C(Cl)C(=O)N(C3CCCCC3)C2=O)CC1 | -7% | -11% | -18% | -2 | 10% | -1% | 5% | -20% | ?
CSc1nc2sc3c(c2c(=O)n1C)CCCC3 | 0% | -17% | -10% | -6 | 1% | -19% | 0% | 6% | 3%
CCCS(=O)(=O)C/C(N)=N/OC(=O)c1ccc(Cl)cc1 | 0% | 8% | -11% | -5 | -1% | 11%[57.1 µM] | 4% | -4% | 0%
COc1ccc(C)cc1N1CC(C(=O)Nc2ccccc2N2CCCCC2)CC1=O (stereo not given) | 6% | -13% | -4% | 0 | 2% | 2% | -3% | -25% | -6%
CCOc1ccc(S(=O)(=O)NCc2ccccc2Cl)cc1C(N)=O | 1%&-5% | 6% | -12%&-2% | -1&-9 | 35%[activator] | 26%[0.0914 µM] | -7%&-5% | -5% | 5%&-3%
O=C(CC1Sc2ccccc2NC1=O)NCc1ccccc1 (stereo not given) | -3% | -10% | -20% | -1 | -9% | ? | 8% | -21% | -5%
CCCc1nnc(SCC(=O)N2C(C)CCCC2C)n1CC1CCCO1 (stereo not given) | 1% | 1% | 8% | -6 | 7% | 7% | 2% | 6% | -4%
Next part:
SMILES | Vif-A3G inh | Vif-APOBEC3F blk | RGS4 inh | LDHA block | IDH1 R132H inh | rTrxR1 inhibitor | TrxR1 substrate | USP1 inh | Glioma ERSR ind
CCOc1cc(N2CCOCC2)c(OCC)cc1NC(=O)CN1CCc2ccccc2C1 | -1% | 2% | -19% | 3 | 1% | 11% | -1% | -24% | -7%
CCN(CC)C1CCN(C(=O)CCc2nnc(CCCCc3ccccc3)o2)C1 (stereo not given) | 2% | 17% | -5% | -7 | -1% | 15%[57.1 µM] | 2%[57.1 µM] | -8% | -4%
CCCCNC(=O)C(CC)Sc1nc2sc(C(=O)OC)c(C)c2c(=O)n1N (stereo not given) | 0% | 8% | -12% | -6 | 0% | -1% | 21% | 0% | -3%
COCCCN1CC(=O)N2C(c3cccc(OC)c3OC)c3[nH]c4ccccc4c3C[C@H]2C1=O (stereo not given in full) | 3% | -1% | 4% | -9 | -5% | 9% | 0% | -16% | -4%
O=S(=O)(c1ccc2nc(-c3ccccc3)[nH]c2c1)N1CCN(c2cccc(Cl)c2)CC1 | -10% | -15% | -7% | -5 | 5% | ? | -23%[57.1 µM] | -9% | -6%
O=S(=O)(c1ccccc1)c1cnc(-c2cccnc2)nc1-c1ccc(Cl)cc1Cl | -8% | -10% | 19% | -1 | 0% | -4% | -12% | -7% | -1%
Cc1[nH]c(C)c(S(=O)(=O)NCCc2ccccc2)c1C(=O)N1CCCC1 | 2% | 1% | 9% | -3 | 0% | 1% | -4% | -12% | -1%
CCCNC(=O)Cc1c(OC)ccc2cc(Br)ccc12 | -9% | -5% | ? | -4 | 0% | 18% | 11% | -7% | -6%
CCOC(=O)Cn1nc(C)c(-c2ccccc2)c1N | -6% | 3% | 6% | -4 | 14% | 17% | 2% | -4% | -1%
Cc1cccc(N=Nc2ccc(O)c3ncccc23)c1 | -10% | -18% | 21% | 12 | 4% | 10% | -4% | 0% | 2%
CCOC(=O)C1=C(CC)Nc2ccccc2N/C1=N\S(=O)(=O)c1ccccc1OC | 2% | 1% | -24% | -4 | -7% | 14% | -4% | 2% | -3%
Cc1cc(-c2n[nH]c(=S)n2CC(C)C)cs1 | -5% | -5% | 0% | -7 | 5% | -16% | 3% | -5% | 0%
CN1/C(=C\C(=O)COC(=O)CNC(=O)c2ccc3ccccc3c2)C(C)(C)c2ccccc21 | -6% | -1% | -26%[11.4 µM] | 0 | 2% | 14% | 6% | ? | -3%
O=C(Nc1ccccc1F)C(=O)c1cn(CC(=O)N2CCCCC2)c2ccccc12 | -4% | -1% | -23% | -11 | 0% | 22%[57.1 µM] | 2%[57.1 µM] | -20% | -1%
COCCc1nn2c(=O)cc(COC(=O)c3ccccc3C)nc2s1 | 7% | 0% | -13% | -11 | 0% | 11%[57.1 µM] | 3%[57.1 µM] | -16% | 1%
CC(C)(O)C#Cc1ccc(C(=O)N2CCC(C(N)=O)(N3CCCCC3)CC2)cc1 | -2% | -3% | 14% | -8 | -3% | -4% | 0% | 4% | -7%
O=C(O)c1ccc[nH]c1=S | 1% | 4% | 7% | -2 | 18% | -9% | -6% | -9% | 0%
COc1ccc2oc(=O)c(-c3nc(C)cs3)cc2c1 | -2% | -7% | -29% | -2 | 1% | 9% | 15% | -18% | 0%
COc1ccccc1C(=O)N1CCNC(=O)C1CC(=O)Nc1cccc(C)c1 (stereo not given) | -1% | 0% | 3% | -12 | 3% | 18% | 8% | -18% | -1%

Entries of single compounds as entered above. Screens in order: Vif-A3G inh, Vif-APOBEC3F blk, RGS4 inh, LDHA block, IDH1 R132H inh, rTrxR1 inhibitor, TrxR1 substrate, USP1 inh, Glioma ERSR ind
Shown for CCOC(=O)Cn1nc(C)c(-c2ccccc2)c1N : -6%, 3%, 6%, -4, 14%, 17%, 2%, -4%, -1%
Shown for O=C(O)c1ccc[nH]c1=S : 1%, 4%, 7%, -2, 18%, -9%, -6%, -9%, 0%

These rows are one share of the data; the hit share may differ from the screen's.
